From PubChem BioAssay
14-3-3 Bad inh: inhibitors of 14-3-3 zeta/Bad binding, primary screen, biochemical, TR-FRET, bovine 14-3-3 zeta; 14-3-3 protein zeta/delta (Bos taurus), P63103; TR-FRET 14-3-3zeta/Dy647-pBad peptide displacement, 1 h; inhibition, % at 21.7 µM; 220,000 tested, 0.71% active;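 active = inhibition above about 70%, limit read from the data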;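 note: 0% = full 14-3-3 plus peptide FRET controls and 100% = background without 14-3-3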
eIF4E-4G inh: eIF4E–eIF4G protein interaction inhibitors, primary screen, biochemical, uHTS, TR-FRET, eIF4GI fragment; Eukaryotic translation initiation factor 4E (Mus musculus) + Eukaryotic translation …; TR-FRET eIF4E-eIF4GI(517-606) binding, 2 h; inhibition, % at 21.7 µM; 220,000 tested, 0.37% active;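 active = inhibition above about 30%, limit read from the data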;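 note: 0% = full FRET control wells and 100% = background wells lacking eIF4GI fragment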
FXIIa inh 1536: human FXIIa protease inhibitors, primary screen, biochemical, 1536-well; purified FXIIa, Boc-QGR-AMC fluorogenic substrate, 2 h; inhibition, % at 5 µM; 220,000 tested, 0.3% active; in the data active = inhibition above about 40%;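 note: 0% = enzyme with no compound and 100% = blank without enzyme; many of its hits are not listed in these tables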
Rad51 HR inh: human RAD51 strand exchange inhibitors, primary screen, biochemical, fluorescence. DNA repair protein RAD51 homolog 1 (Homo sapiens), Q06609. hRad51 DNA strand exchange, fluorescence dequenching. inhibition, % at 10 µM. 200,000 tested, 0.085% active;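 active = inhibition above 40% at the single screening dose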;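 note: 0% = DMSO control wells and 100% = blanks with heterologous ssDNA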
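Test system – preformed human Rad51 ssDNA filaments · Reagent – Donor/quencher-labelled 47-bp dsDNA substrate · Incubation – 37 °C 15-min filament assembly, 30-min compound preincubation, 15-min exchange · Signal – FRET fluorescence dequenching, excitation 485 nm, emission 520 nm · Read-out – percent inhibition from fluorescence, normalised to plate control and blank means · Benchmarks – plate control and blank wells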
Mdm2 ligase inh: MDM2-luciferase reporter signal enhancers, primary screen, MDM2 E3 ligase inhibitor project, cell-based, luminescence, 1536-well; 210,000 tested, 0.11% active; signal enhancement, % at 5 µM; cell-based MDM2 ubiquitination luciferase reporter, 2 h; 0 = plate control, 100 = twice control, blank-subtracted; E3 ubiquitin-protein ligase Mdm2 (Homo sapiens), Q00987;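 active = signal enhancement of 30% or more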;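 note: luminescence tracks abundance of the self-degrading MDM2-luciferase fusion protein; higher signal means inhibition of MDM2 E3 ligase activity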
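test system = mammalian cells stably expressing self-ubiquitinating, self-degrading MDM2 E3–luciferase fusion | quantity = 2000 cells/well | incubation = cell settling 4 h, compound treatment 2 h, both 37 °C | signal = luminescence with SteadyLite reagent, 15 min at room temperature | evaluation = % enhancement relative to plate controls after blank subtraction | benchmarks = plate controls and plate blanks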
Wee1 stabilizer: Wee1 degradation inhibitors, primary screen, cell-based, HeLa, Wee1K328M-luciferase, luminescence; Wee1-like protein kinase (Homo sapiens), P30291; reporter increase, % at 5 µM; 220,000 tested, 1.2% active; HeLa Luc-Wee1K328M stability; 100% = proteasome inhibitor MG132 effect;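 active = activation above the mean of all tested compounds plus 3 SD, set per screening run, cut at about 8.8% in these data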;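 note: cells exposed to compound for 20 h before luminescence read; 0% = DMSO alone and 100% = MG132 at 30 µM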
p97 inhibitor: inhibitors of human p97 ATPase, primary screen, biochemical; Transitional endoplasmic reticulum ATPase (Homo sapiens), P55072; recombinant p97 ATPase, Kinase-Glo ATP luminescence, 3 h; inhibition, % at 8 µM; 220,000 tested, 0.42% active; in the data active = inhibition above about 15%;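 note: 0% = DMSO vehicle and 100% = wells lacking enzyme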
Target sequence (P55072 whole entry, looked up): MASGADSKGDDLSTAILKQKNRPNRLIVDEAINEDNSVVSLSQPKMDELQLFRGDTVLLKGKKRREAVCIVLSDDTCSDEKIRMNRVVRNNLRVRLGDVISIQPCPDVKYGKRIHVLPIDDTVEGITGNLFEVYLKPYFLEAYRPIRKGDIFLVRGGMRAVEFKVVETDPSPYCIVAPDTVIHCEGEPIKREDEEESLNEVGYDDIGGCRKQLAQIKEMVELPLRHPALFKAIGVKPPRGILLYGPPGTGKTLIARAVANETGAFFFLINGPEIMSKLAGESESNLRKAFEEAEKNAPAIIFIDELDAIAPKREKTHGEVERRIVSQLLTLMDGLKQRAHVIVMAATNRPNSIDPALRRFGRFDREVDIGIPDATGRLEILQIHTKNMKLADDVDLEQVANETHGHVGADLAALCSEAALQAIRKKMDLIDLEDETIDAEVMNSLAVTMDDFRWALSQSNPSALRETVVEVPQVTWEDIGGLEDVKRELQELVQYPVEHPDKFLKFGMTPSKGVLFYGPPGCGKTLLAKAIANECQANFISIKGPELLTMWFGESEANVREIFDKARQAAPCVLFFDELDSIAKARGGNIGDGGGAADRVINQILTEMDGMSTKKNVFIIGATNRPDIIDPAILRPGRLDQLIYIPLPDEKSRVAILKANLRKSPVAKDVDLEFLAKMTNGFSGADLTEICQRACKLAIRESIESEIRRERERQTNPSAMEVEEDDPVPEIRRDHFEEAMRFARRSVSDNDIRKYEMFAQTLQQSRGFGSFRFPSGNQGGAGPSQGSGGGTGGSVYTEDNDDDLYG
FXIa inh: human FXIa protease inhibitors, primary screen, biochemical, 1536-well | purified FXIa, Boc-Glu-Ala-Arg-AMC fluorogenic substrate | inhibition, % at 5 µM | 220,000 tested, 0.14% active | AID 798, 2007;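 active = inhibition of at least 40%; inactive = inhibition below 40%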;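 note: fluorescence of freed AMC excited at 355 nm; 0% = enzyme without compound and 100% = no enzyme blank; many of its hits are not listed in these tables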
hK5 inh: human KLK5 protease inhibitors, primary screen, biochemical, 1536-well; Kallikrein-5 (Homo sapiens), Q9Y337; recombinant hK5, fluorogenic AMC substrate cleavage; inhibition, % at 5 µM; 210,000 tested, 0.59% active; AID 873, 2007;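 active = inhibition of 40% or more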;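 note: 0% = enzyme controls without compound and 100% = no-enzyme blanks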
Target sequence (Q9Y337 67-293 limits assumed): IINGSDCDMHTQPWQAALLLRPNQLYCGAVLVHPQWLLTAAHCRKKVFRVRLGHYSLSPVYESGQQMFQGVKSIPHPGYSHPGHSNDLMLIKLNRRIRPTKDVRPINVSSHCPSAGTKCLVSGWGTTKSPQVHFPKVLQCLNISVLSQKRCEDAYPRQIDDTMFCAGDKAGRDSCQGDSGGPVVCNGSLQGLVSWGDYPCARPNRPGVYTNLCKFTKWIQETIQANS
* hit, by the source's call; . = no result given; [ ] = another dose, or the depositor's remark.

molecule	14-3-3 Bad inh	eIF4E-4G inh	FXIIa inh 1536	Rad51 HR inh	Mdm2 ligase inh	Wee1 stabilizer	p97 inhibitor	FXIa inh	hK5 inh
Cc1nc(-c2ccc(Cl)cc2)sc1C1(C)CC(c2ccc(OC(F)(F)F)cc2)=NO1 (stereo not drawn)	0.8	-3.0	5.0	3.3	12.9	.	.	-1.8	-1.1
CC(C)CC(=O)Nc1ccccc1N1CCCC1	3.2	3.8	26.4	-1.8	-17.5	0.5	-8.1	-4.1	71.6*
CC1(C)NC(=O)N(CC(=O)OCC(=O)Nc2cc(S(=O)(=O)N3CCCCC3)ccc2Cl)C1=O	-17.4[fluorescence artefact?]	1.9	5.8	6.2	-6.8	3.4	1.4	1.4	-16.0
Nc1cc(=O)[nH]c(SCC(=O)N2N=C(c3ccc4ccccc4c3)CC2c2ccccc2)n1 (stereo not drawn)	-2.9	-4.7	11.6	-2.4	.	-2.1	9.1	2.7	1.7
COc1ccc(-c2csc(NC3=NCCCCC3)n2)cc1	-15.0[fluorescence artefact?]	13.1[fluorescence artefact?]	13.1	-2.5	5.8	-1.7	3.3	6.0	-16.2
Cc1nc(SCc2ccccc2)c(C(F)(F)F)c(=O)[nH]1	.	.	-2.3	0.9	-11.1	-2.6	-1.3	1.0	3.2
CCCCCCC(=O)Nc1nc(C)c(-c2csc(Nc3cc(Cl)ccc3OC)n2)s1	24.9	-5.7	-0.3	-9.3	-8.7	-1.3	3.9	-5.6	.
Nc1ncc(-c2cc3ccccc3oc2=O)s1	17.5	2.5[fluorescence artefact?]	7.2	1.9	-20.1	3.0	-1.7	-3.2	-12.6
COC(=O)c1ccc(Oc2nc(C(N)=O)cc(-c3ccccc3)n2)cc1	35.6[fluorescence artefact?]	-17.6[fluorescence artefact?]	17.7	-3.8	2.2	4.4	2.5	3.5	-9.4
CCOC(=O)c1cc(-c2cccs2)nn1CCC#N	-7.6	1.7	-0.5	.	-14.3	1.9	0.4	-8.7	8.3
CCOC(=O)Cn1cnc2c(nnn2-c2ccc(C)cc2)c1=O	2.9[fluorescence artefact?]	5.8	6.7	-0.7	.	-2.5	3.2	-2.9	0.5
COc1ccc(CNC(=O)CN(Cc2ccc(C)cc2)S(=O)(=O)c2ccc(Cl)cc2)cc1	3.9	-6.5	-13.7	-6.4	-16.0	-2.8	-4.6	-15.9	-24.0
COCC(=O)N1CCCC(C(=O)c2ccc3c4c(cccc24)CC3)C1 (stereo not drawn)	15.7	2.8	11.1	-5.8	7.8	-3.1	-2.8	-0.8	3.5
Cc1cc(C)nc(NC(=O)/C=C/c2ccc3c(c2)OCO3)c1	7.5	-24.0	8.9	2.6	-17.5	8.9*	-8.5	7.4	-11.9
O=C(CSC1CS(=O)(=O)c2cc([N+](=O)[O-])ccc21)NNC(=O)c1ccc(Cl)cc1 (stereo not drawn)	0.1	3.2	6.6	.	5.0	-3.5	7.8	0.5	2.4
Cc1ccc2nc(-c3ccccn3)cc(C(=O)NC3CCN(C)CC3)c2c1	-10.2	15.2	-17.7	.	-14.1	2.8	-2.6	-17.6	-16.1
COc1ccc(C(=O)c2ccc(N3CCN(C4CC(=O)NC4=O)CC3)cc2)cc1F (stereo not drawn)	11.0	-0.3	24.2	-3.4	-3.6	-0.7	-0.4	19.8	-11.7
CCn1cc(SCC(=O)NCC2CCCO2)c2ccccc21 (stereo not drawn)	0.7	-21.4	10.5	-7.7	-6.9	.	.	3.7	1.1
CC(=O)Nc1ccccc1C(=O)C(=O)Nc1cccc(C(=O)NCC2CCCO2)c1 (stereo not drawn)	-5.9	-3.4	8.2	8.7	-12.2	3.8	-1.6	-1.7	-1.9
COc1cc(/C=C/C(=O)Nc2nnc(CC(C)(C)C)s2)cc(OC)c1OC	25.2[fluorescence artefact?]	16.2	4.9	-12.5	4.5	-1.1	5.7	4.7	-7.0
Cc1nc2ccccc2c2c1C(=O)N(Cc1cccnc1)C2=O	-7.4	-1.5	15.4	1.2	-16.1	0.0	1.6	-0.3	-4.4
CCc1ccc(-c2cc(C(F)(F)F)n3nc(C(=O)Nc4c(C)nn(Cc5ccc(F)cc5)c4C)cc3n2)s1	3.0[fluorescence artefact?]	0.6[fluorescence artefact?]	5.6	-0.7	-12.0	2.3	-8.5	-6.0	-4.1
COc1ccc(C2NC(=S)NC3=C2CCCC3=C2SCCS2)cc1 (stereo not drawn)	-10.9	-5.4	6.8	18.8	-4.5	4.2	5.0	18.3	14.5
COCC(C)OC(=O)c1c(N)n(CC(C)C)c2nc3ccccc3nc12 (stereo not drawn)	-4.0[fluorescence artefact?]	0.7	-2.5	-2.2	-17.2	-1.7	-1.0	-7.9	-251.1
O=C1OC(c2cccs2)=N/C1=C\c1ccc(-c2ccccc2Cl)o1	-0.8	-0.1	14.3	0.3	-6.4	-1.8	0.6	5.4	2.4

The listing continues:
molecule	14-3-3 Bad inh	eIF4E-4G inh	FXIIa inh 1536	Rad51 HR inh	Mdm2 ligase inh	Wee1 stabilizer	p97 inhibitor	FXIa inh	hK5 inh
CCCCNC(=O)Nc1ccccc1CC	-1.0	2.0	10.5	16.0	-9.9	-2.1	4.8	3.3	0.5
Cc1cc(C)cc(C(=O)Oc2coc(CSc3nnc(NC(=O)C4CC4)s3)cc2=O)c1	-2.8[fluorescence artefact?]	2.5	24.5	0.1	-1.1	-3.1	-0.4	-0.4	-2.2
Cc1ccc2nc(C)c3c(c2c1)SCC3	4.8	-5.8	3.8	10.9	-5.0	-2.8	-5.7	-4.0	-2.2
CCNC(=O)C/C(C)=N/NC(=O)C1CCCCC1	-8.4	5.5[fluorescence artefact?]	1.9	-3.2	-6.4	0.1	0.2	-0.1	-14.5
C=CCn1c(N)c(C(=O)Nc2ccccc2OC)sc1=S	11.7	1.2	8.9	-8.6	8.4	-0.7	6.0	1.0	1.5
CCOc1cc(CNc2ncnc3nc[nH]c23)ccc1OC	1.8	8.6	19.1	-8.9	-7.5	-4.0	-1.9	8.0	-2.4
Cc1ccc(C(=O)N/N=C\c2ccc([N+](=O)[O-])o2)cn1	8.6	-0.8	11.6	15.1	-103.2	5.0	0.4	9.9	6.3
CCn1cc(C(C)(C)C)c(C#N)c1NC(C)=O	-0.7[fluorescence artefact?]	-5.0[fluorescence artefact?]	-3.3	-7.5	-2.7	2.2	3.0	-13.1	-2.4
N#C/C(=N\Nc1cccc(C(F)(F)F)c1)C(=O)c1ccsc1	-6.4	2.1	6.5	-12.5	-11.6	-1.0	-0.2	1.8	6.9
Cc1ccc2c(c1)C1CN(C)CCC1N2S(=O)(=O)c1ccc(Oc2ccc([N+](=O)[O-])cc2)cc1 (stereo not drawn)	8.0	4.0	6.9	-2.6	2.5	-0.1	11.2	4.5	-0.1
COc1ccc(/C=N/NC(=O)Cc2ccc(Cl)cc2)cc1OC	-3.3	-1.1	6.0	20.4	-3.4	0.5	-1.5	-0.5	15.7
O=C1c2cccc3cccc(c23)C(=O)N1c1cccnc1	1.0	0.7	4.5	7.5	-3.2	2.4	5.9	4.2	-11.6
Cc1ccc(S(=O)(=O)N2CCCC2C(=O)N(C)Cc2cccs2)cc1 (stereo not drawn)	21.2	1.9[fluorescence artefact?]	9.3	-1.6	-26.5	-2.7	3.6	-4.9	-8.0
Cc1c(NC(=O)COC(=O)c2ccc[nH]c2=O)c(=O)n(-c2ccccc2)n1C	-6.3	0.3	4.0	-15.0	-11.0	4.4	2.0	4.7	27.0
O=S(=O)(CCc1ccccc1)/N=C/c1cccs1	-10.9	4.1	16.6	8.0	0.9	-2.9	4.0	9.3	-4.8
COc1cccc(NC(=O)CSc2nnc(-c3cc(C)n(-c4ccccc4)c3C)o2)c1	11.3	6.7	9.3	-0.5	-14.1	-2.5	-1.9	-0.7	-3.6
CCC(=O)N1c2ccccc2NC2=C(C(=O)CC(C)(C)C2)C1c1cccnc1 (stereo not drawn)	-9.9	1.0	6.7	-8.3	-2.1	-0.8	5.5	-4.1	-7.8
CCN(Cc1ccccc1)C(=O)CC1Oc2ccccc2NC1=O (stereo not drawn)	3.8	0.1	4.9	5.2	-11.4	-1.5	-5.4	2.6	-4.8
COc1ccc(S(=O)(=O)N2CCCCCC2)cc1C(=O)OCC(=O)NC(C)(C)C	-18.3	-0.6	6.9	13.4	-14.3	-2.8	1.0	0.9	6.0
Cc1nn(CCC(=O)O)c(C)c1C	-1.0	-3.0	13.4	7.4	-21.0	-3.6	-1.4	5.4	4.9
O=C(NCc1ccccc1)C12CC3CC(CC(Cl)(C3)C1)C2	0.8	-2.4	9.7	-0.6	-11.5	2.8	5.2	2.1	0.5
CCN(CC)C(=O)C1CCCN(c2ccc([N+](=O)[O-])cc2/C=N/NC(=O)c2cccc(O)c2)C1 (stereo not drawn)	-9.0	1.0	16.0	-0.4	-22.1	4.8	-0.7	12.3	26.0
O=C(NCCC1=CCCCC1)c1coc(=O)c(Br)c1	-9.1	1.1	11.5	1.8	3.2	8.4	-4.1	1.0	-3.6
OC(CC1CC12c1ccccc1-c1ncccc12)(c1ccccc1)c1ccccc1 (stereo not drawn)	10.2	3.6	13.0	6.7	-6.5	0.2	-1.4	3.7	17.8
CCNc1nc(Cl)nc(N(NC(C)=O)C(C)CC)n1 (stereo not drawn)	7.1	2.8	20.4	16.6	-10.2	-0.2	0.0	-10.5	11.4
c1ccc(N2CCN(c3nc(-c4cccs4)nc4ccccc34)CC2)cc1	-6.9[fluorescence artefact?]	-2.5[fluorescence artefact?]	5.5	-4.9	-23.9	-1.9	2.0	-2.6	-4.0

Some of the entries above in another layout.
Cc1nn(CCC(=O)O)c(C)c1C
  14-3-3 Bad inh: -1.0	eIF4E-4G inh: -3.0	FXIIa inh 1536: 13.4	Rad51 HR inh: 7.4	Mdm2 ligase inh: -21.0	Wee1 stabilizer: -3.6	p97 inhibitor: -1.4	FXIa inh: 5.4	hK5 inh: 4.9

O=C(NCc1ccccc1)C12CC3CC(CC(Cl)(C3)C1)C2
  14-3-3 Bad inh: 0.8	eIF4E-4G inh: -2.4	FXIIa inh 1536: 9.7	Rad51 HR inh: -0.6	Mdm2 ligase inh: -11.5	Wee1 stabilizer: 2.8	p97 inhibitor: 5.2	FXIa inh: 2.1	hK5 inh: 0.5

CCN(CC)C(=O)C1CCCN(c2ccc([N+](=O)[O-])cc2/C=N/NC(=O)c2cccc(O)c2)C1 (stereo not drawn)
  14-3-3 Bad inh: -9.0	eIF4E-4G inh: 1.0	FXIIa inh 1536: 16.0	Rad51 HR inh: -0.4	Mdm2 ligase inh: -22.1	Wee1 stabilizer: 4.8	p97 inhibitor: -0.7	FXIa inh: 12.3	hK5 inh: 26.0

This is a random part of the collection. Share with any hit: about 3.5%.
